# LGR2 inh – inhibitors of bursicon-induced LGR2 CRE-luciferase signal, primary screen, cell-based, HEK293, CRE-luciferase reporter, bursicon stimulation. bursicon-stimulated, 4 h. inhibition, % at 9.99 µM. 380,000 compounds, 0.35% hits. Drosophila bursicon receptor LGR2 (rickets);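 active = drop in luminescence signal, shown as inhibition above about 50% in the replicate tests, limit read from the data, passing the limit was not always enough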;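 also: agonist challenge used bursicon conditioned medium at about half maximal strength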
# FN deposition inh – inhibitors of fibronectin matrix deposition, primary screen, AH1F cells, Alexa488-fibronectin fluorescence, plate reader. AID 743247, 2014. 350,000 compounds, 0.086% hits. inhibition, % at 12.6 µM. AH1F fibroblasts, overnight;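 active = mean inhibition across replicates of 30% or more, regardless of how many single replicates reach that level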;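 also: positive control wells lacked labelled fibronectin entirely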
#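 Assay system: AH1F fibroblasts / Quantity: 10000 cells per well / Medium: DMEM plus 2% serum, read in PBS / Reagent: labelled fibronectin 24 nM / Dosing: single dose, pinned / Times: 1 h cell attachment, overnight exposure to compound and label / Signal: fluorescence, ex 485 nm, em 525 nm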
# Numbers without * were called inactive. Only part of the results is shown; rates above refer to the full screens.
SMILES,LGR2 inh,FN deposition inh
CCN(CC)CCCn1c(=S)[nH]c2cc(C(=O)OC)ccc2c1=O,20,-6
Cc1onc(-c2ccccc2)c1C(=O)N/N=C/C(Br)=C/c1ccccc1,21,-4
CCOC(=O)C1CCN(Cc2ccc(F)c(F)c2)CC1,2,4
CC1(C)CC(=O)C=C(NCc2ccc(Cl)c(Cl)c2)C1,-4,-7
O=C(NNC(=O)c1ccccc1Br)c1ccc(SCC2CCCO2)c([N+](=O)[O-])c1 (configuration not stated),14,-9
C[C@@H]1CCCCO[C@@H](CN(C)C(=O)Nc2ccc(C(F)(F)F)cc2)[C@@H](C)CN([C@H](C)CO)C(=O)c2cc(NC(=O)Nc3ccccc3)ccc2O1,1,-2
Cc1noc(C)c1S(=O)(=O)Nc1ccc2c(c1)C(=O)N([C@@H](C)CO)C[C@@H](C)[C@H](CN(C)Cc1ccc3c(c1)OCO3)O2,-13,-6
C=CCOc1nc2c(c(=O)n(C)c(=O)n2C)n1Cc1ccccc1Cl,-13,6
COC(=O)c1cc(C(=O)OC)n(Cc2ccc(Cl)cc2Cl)n1,-11,8
Cc1ccc(-c2[nH]nc3c2C(c2ccccc2OC(=O)N2CCOCC2)C(C#N)=C(N)O3)cc1 (configuration not stated),0,1
Cc1cc(C(=O)Nc2ccccn2)cs1,8,2
O=C(Cn1c(=O)c2c(ncn2Cc2ccccc2)n(Cc2ccccc2)c1=O)NC1CC1,2,-2
Cc1nc2c(C(=O)NCc3ccccc3)c[nH]n2c(=O)c1Cl,31,2
COc1ccc(-c2cn(CC[C@@H]3CC[C@@H](NC(=O)Nc4ccc(F)cc4)[C@H](CO)O3)nn2)cc1,-2,-1
CCOCCCNC(=O)c1c[nH]c2ccc(C)cc2c1=O,27,-2
CCn1c(SCc2cc(=O)[nH]c3ccccc23)nc2c1c(=O)n(C)c(=O)n2C,-8,-14
CN(C1=C(NC(=O)c2ccc(Cl)cc2)C(=O)c2ccccc2C1=O)c1ccccc1,6,4
Cc1cccc(N(CC(=O)NC2CCCC2)C(=O)CS(=O)CC(=O)Nc2ccc3c(c2)OCO3)c1 (configuration not stated),-36,-2
C[C@H](CO)N1C[C@H](C)[C@@H](CN(C)CC2CCCCC2)Oc2c(NC(=O)Nc3ccc(F)cc3)cccc2C1=O,17,-3
COC(=O)c1ccc(CSc2nnc(Nc3ccccc3OC)s2)o1,4,0
COc1cc(OC)cc(C(=O)Nc2ccc(S(=O)(=O)N(C)C)cc2)c1,-24,4
COc1cc(NS(=O)(=O)c2ccc(NC(=O)c3ccc(C)o3)cc2)nc(OC)n1,10,1
CCNc1oc(-c2ccc(OC)cc2)nc1S(=O)(=O)c1ccc(Br)cc1,21,-6
Cc1nc2c(C(=O)N3CCCC3)cnn2c(C)c1Cc1c(F)cccc1Cl,-2,7
CCC(C(=O)NCCCc1ccccc1)c1ccccc1 (configuration not stated),0,3

# Arranged by length of the SMILES (ascending): 19 of the compounds above
SMILES,LGR2 inh,FN deposition inh
Cc1cc(C(=O)Nc2ccccn2)cs1,8,2
CCC(C(=O)NCCCc1ccccc1)c1ccccc1 (configuration not stated),0,3
CCOC(=O)C1CCN(Cc2ccc(F)c(F)c2)CC1,2,4
CCOCCCNC(=O)c1c[nH]c2ccc(C)cc2c1=O,27,-2
CC1(C)CC(=O)C=C(NCc2ccc(Cl)c(Cl)c2)C1,-4,-7
COC(=O)c1ccc(CSc2nnc(Nc3ccccc3OC)s2)o1,4,0
Cc1nc2c(C(=O)NCc3ccccc3)c[nH]n2c(=O)c1Cl,31,2
CCN(CC)CCCn1c(=S)[nH]c2cc(C(=O)OC)ccc2c1=O,20,-6
C=CCOc1nc2c(c(=O)n(C)c(=O)n2C)n1Cc1ccccc1Cl,-13,6
Cc1nc2c(C(=O)N3CCCC3)cnn2c(C)c1Cc1c(F)cccc1Cl,-2,7
CCNc1oc(-c2ccc(OC)cc2)nc1S(=O)(=O)c1ccc(Br)cc1,21,-6
CCn1c(SCc2cc(=O)[nH]c3ccccc23)nc2c1c(=O)n(C)c(=O)n2C,-8,-14
O=C(Cn1c(=O)c2c(ncn2Cc2ccccc2)n(Cc2ccccc2)c1=O)NC1CC1,2,-2
O=C(NNC(=O)c1ccccc1Br)c1ccc(SCC2CCCO2)c([N+](=O)[O-])c1 (configuration not stated),14,-9
Cc1ccc(-c2[nH]nc3c2C(c2ccccc2OC(=O)N2CCOCC2)C(C#N)=C(N)O3)cc1 (configuration not stated),0,1
COc1ccc(-c2cn(CC[C@@H]3CC[C@@H](NC(=O)Nc4ccc(F)cc4)[C@H](CO)O3)nn2)cc1,-2,-1
C[C@H](CO)N1C[C@H](C)[C@@H](CN(C)CC2CCCCC2)Oc2c(NC(=O)Nc3ccc(F)cc3)cccc2C1=O,17,-3
Cc1noc(C)c1S(=O)(=O)Nc1ccc2c(c1)C(=O)N([C@@H](C)CO)C[C@@H](C)[C@H](CN(C)Cc1ccc3c(c1)OCO3)O2,-13,-6
C[C@@H]1CCCCO[C@@H](CN(C)C(=O)Nc2ccc(C(F)(F)F)cc2)[C@@H](C)CN([C@H](C)CO)C(=O)c2cc(NC(=O)Nc3ccccc3)ccc2O1,1,-2

# Continued:
SMILES,LGR2 inh,FN deposition inh
Cc1ccc(CN2C(=O)CCC2C(=O)NCc2cccnc2)cc1 (configuration not stated),13,-3
Cc1ccc(O)c(-c2cc(-c3ccccc3[N+](=O)[O-])[nH]n2)c1,-30,5
COC(=O)c1c(NC(=O)C2CCC2)sc(C(=O)N(C)C)c1C,15,7
COCCCn1c(Cc2ccccc2)nnc1SCC(=O)N1CCCCC1,5,1
CN1CCC(=NNC(=O)C(=O)Nc2ccccc2)CC1,-6,-3
COc1ccc(/C(O)=C/Sc2nnc(Cc3ccccc3)o2)cc1,17,-3
CCC(C)NC(=O)c1c(C)cc(=O)oc1C (configuration not stated),14,5
C/C=C/c1ccc([C@H]2[C@@H](CO)N(C(=O)CC)[C@@H]2CN(C(=O)C2CC2)C(C)C)cc1,10,-2
Cc1cccc(NC(=S)N(CCc2nc3cc(C)c(C)cc3[nH]2)Cc2cccnc2)c1,14,-1
O=C(CSc1nnc(-c2ccccc2)n1-c1ccccc1)N1c2ccccc2Sc2ccccc21,3,4
COc1cccc(C(=O)Nc2ccc3c(c2)C(=O)N(CCC(=O)O)C3=O)c1,2,-6
N#C/C(=C\N1CCOCC1)c1ccccc1,-4,-4
C[C@@H]1CN([C@H](C)CO)C(=O)c2cccc(NC(=O)CCCCCC(=O)Nc3ccccc3N)c2O[C@H]1CN(C)C(=O)NC1CCCCC1,-21,5
Cc1cccc(N(CC(=O)NCc2ccccc2)C(=O)Cn2nnc(-c3ccc(C)o3)n2)c1,14,8
Fc1cccc(-c2cc3nc4c(c(N5CCOCC5)n3n2)CCCC4)c1,-47,5
O=C(c1ccc2c(c1)OCO2)N(Cc1cccs1)C1(C(=O)NC2CCCCC2)CCCCC1,9,-7
Cc1ccc(Cn2c(=O)c3ccccc3n3c(SCC(=O)N4CCCCC4C)nnc23)cc1 (configuration not stated),-3,-4
COc1cc(C2Nc3ccc4ncccc4c3C3=C2C(=O)CC(C)(C)C3)cc(OC)c1O (configuration not stated),-16,1
Nn1c(SC/C=C/c2ccccc2)nnc1-c1ccncc1,9,-1
O=C(c1ccccc1)N1CCC(c2nc(-c3ccc(S(=O)(=O)NCC4CCCO4)cc3)no2)CC1 (configuration not stated),13,8
C[C@@H]1CN([C@H](C)CO)C(=O)c2cccc(NC(=O)CCCCCC(=O)Nc3ccccc3N)c2O[C@H]1CN(C)CC1CCCCC1,-29,-1
Cc1nc(NC(=O)COC(=O)CCS(=O)(=O)c2ccccc2Cl)c(Cl)cc1Cl,8,4
COc1ccc(S(=O)(=O)N(C)C[C@@H]2Oc3c(NC(=O)c4ccc(-c5nccs5)cc4)cccc3C(=O)N([C@@H](C)CO)C[C@H]2C)cc1,8,-4
COc1ccc(N2C(=O)c3ccccc3NC23CCC(C)CC3)cc1 (configuration not stated),-35,-2
C[C@@H]1CCCCO[C@H](CN(C)S(=O)(=O)c2cn(C)cn2)[C@@H](C)CN([C@@H](C)CO)C(=O)c2cc(NC(=O)Nc3ccccc3)ccc2O1,-4,2

# New compounds follow.
SMILES,LGR2 inh,FN deposition inh
COc1ccccc1-n1c(SCC(=O)Nc2ccccc2F)nc2[nH]ncc2c1=O,-7,-8
Cc1ccc(C(=O)CSc2nnc(-c3ccccc3)n2-c2ccccc2)o1,10,-5
CN(C)c1ccc(CNc2ccc3c(c2)ncn3C)cc1,-2,1
Cc1ccc2[nH]c(=O)c(CN(CC3CCCO3)S(=O)(=O)c3c(C)ccc4nsnc34)cc2c1 (configuration not stated),7,-6
CC1CCCCN1C/C=C/c1ccccc1[N+](=O)[O-] (configuration not stated),7,4
Cc1noc(C)c1NC(=O)Nc1ccc2c(c1)CC(=O)N([C@@H](C)CO)C[C@H](C)[C@H](CN(C)S(=O)(=O)c1cccs1)O2,7,-4
Cc1cc(=O)oc2cc(OCC(=O)N/N=C/c3cc([N+](=O)[O-])ccc3O)ccc12,18,1
C[C@@H]1CN([C@@H](C)CO)C(=O)c2cc(NS(C)(=O)=O)ccc2O[C@@H]1CN(C)CC1CC1,1,-1
Cc1cc(C)cc(NC(=O)CCNS(=O)(=O)c2ccc3c(c2)oc(=O)n3C)c1,-11,3
Cc1nnsc1C(=O)Nc1ccccc1Cl,21,-10
O=S(=O)(N/N=C/c1ccccc1OCc1ccc(Cl)cc1)c1ccccc1,-12,3
CC(=O)N(C[C@H]1N[C@H](CO)[C@@H]1c1ccc(-c2cncnc2)cc1)C1CCCC1,7,3
COC(=O)COc1ccc(S(=O)(=O)N2CCOCC2)cc1C,-22,-4
CCOc1ccc(C(=O)N/N=C/c2ccc(-c3ccc(S(=O)(=O)Nc4ncccn4)cc3)o2)cc1,-17,-15
COc1cccc(NC(=O)Cn2c(SCC(=O)N3CCOCC3)nc3ccccc32)c1,-40,-4
COc1ccc(S(=O)(=O)NN=C2CCCC2)cc1,20,-9
CCOC(=O)c1cc(NC(=O)c2cccnc2)cc(C(=O)OCC)c1,-2,-2
CC(C)(C)N1C(=O)c2ccc(C(=O)Nc3ccc(-c4nc5ccccc5[nH]4)cc3)cc2C1=O,-21,8
COc1ccccc1N1CCN(c2nc3c(C)cccn3c(=O)c2C=O)CC1,-25,-3
COc1ccc(CCNc2ccncn2)cc1OC,17,1
Brc1csc(/C=N/Nc2nc3ccccc3s2)c1,-66,6
CC/C(=C/c1sc2ccccc2[n+]1CC)SC,19,-10
O=C(NCc1ccco1)c1ccccc1NS(=O)(=O)c1cccs1,3,14
Cc1ccc(NC(=O)Cn2c(C)cc(C)c(C#N)c2=O)c(Cl)c1,7,-7
O=C(CCc1ccccc1)NNC(=S)NC(=O)c1ccc(Cl)cc1,-6,-2
CCCCC1CCC(C(=O)Nc2ccccc2)CC1 (configuration not stated),-16,2
CCC(C)(C)n1nnnc1C(c1cc2ccc(OC)cc2[nH]c1=O)N1CCN(C2CCCCC2)CC1 (configuration not stated),-7,7
CC(C)c1ccc(NC(=O)COC(=O)CSc2nnc(N)s2)cc1,-7,0
COC(=O)c1ccc(N2CCC(C)CC2)c(N)c1,-11,-4
COc1ccc(N2C(=O)C3C4C=CC(C4)C3C2=O)c(OC)c1 (configuration not stated),0,-7

# Compound profiles, as listed above. Order of screens: LGR2 inh | FN deposition inh
# `Cc1ccc2[nH]c(=O)c(CN(CC3CCCO3)S(=O)(=O)c3c(C)ccc4nsnc34)cc2c1` (configuration not stated) as listed: 7 | -6
# `CC(C)(C)N1C(=O)c2ccc(C(=O)Nc3ccc(-c4nc5ccccc5[nH]4)cc3)cc2C1=O` as listed: -21 | 8
# `CC1CCCCN1C/C=C/c1ccccc1[N+](=O)[O-]` (configuration not stated) as listed: 7 | 4

# Source: PubChem BioAssay (Broad Institute)
